Vif-APOBEC3G blk: inhibitors of Vif-APOBEC3G interaction; Q9HC16; HeLa A3G-eYFP + Vif (tagged APOBEC3G with the HIV-1 protein that degrades it), YFP fluorescence, overnight; Potency, µM (series often up to 46.1 µM), inactives show top-dose activity, negative = active, usual class: inhibitors; 410,000 tested, 0.076% active; AID 602310;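 note: potency is the fitted concentration of half-maximal effect; % is set by controls: 0 for no effect and ±100 for the full control effect; nearly all actives have a fitted effect of over 60% in size; hits raise eYFP signal because A3G escapes Vif-driven loss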
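HeLa cells stably expressing Vif and C-terminally eYFP-tagged A3G, seeded overnight at 37 deg C, then exposed to compound by pintool overnight at 37 deg C. Rise in yellow fluorescence (Ex 488/Em 500-530, Acumen) marks blocked Vif-driven A3G degradation.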
RXFP1 antagonist: RXFP1 (human) relaxin receptor antagonism; HEK293-RXFP1, relaxin-stimulated cAMP HTRF, 30 min; hits give low values; Q9HBX9; 350,000 tested, 0.59% active; activity change, negative = inhibition, % at 57.5 µM; AID 1259400;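 active = activity change of -60% or lower, but not beyond a set lower limit; inconclusive = change between -60% and -40%, or beyond the set limit; inactive = change above -40%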; note: % is set by controls: 0 for no effect and ±100 for the full control effect
Target sequence (Q9HBX9 whole entry, looked up): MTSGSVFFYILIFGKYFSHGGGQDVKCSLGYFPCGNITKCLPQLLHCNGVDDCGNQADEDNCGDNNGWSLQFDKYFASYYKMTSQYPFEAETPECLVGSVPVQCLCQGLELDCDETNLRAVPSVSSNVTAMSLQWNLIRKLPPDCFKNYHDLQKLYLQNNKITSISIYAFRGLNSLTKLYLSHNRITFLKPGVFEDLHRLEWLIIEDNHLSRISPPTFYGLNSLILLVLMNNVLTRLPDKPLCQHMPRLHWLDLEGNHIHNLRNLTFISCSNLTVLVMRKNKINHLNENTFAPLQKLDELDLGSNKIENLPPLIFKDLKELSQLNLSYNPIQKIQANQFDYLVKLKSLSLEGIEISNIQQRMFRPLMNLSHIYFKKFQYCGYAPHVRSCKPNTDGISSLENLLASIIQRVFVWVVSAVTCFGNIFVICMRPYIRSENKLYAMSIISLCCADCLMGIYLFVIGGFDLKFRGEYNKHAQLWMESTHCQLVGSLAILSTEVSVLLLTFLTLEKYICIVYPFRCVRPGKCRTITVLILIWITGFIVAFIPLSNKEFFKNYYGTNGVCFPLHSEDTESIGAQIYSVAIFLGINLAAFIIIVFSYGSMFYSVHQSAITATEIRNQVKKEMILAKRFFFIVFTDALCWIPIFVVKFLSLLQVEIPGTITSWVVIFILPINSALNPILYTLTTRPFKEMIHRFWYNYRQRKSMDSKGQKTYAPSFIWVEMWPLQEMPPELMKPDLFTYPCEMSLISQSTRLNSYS
D1 antagonist: human D1 dopamine receptor antagonism; P21728; HEK293 TREx D1 cells, calcium flux, dopamine EC80; hits give low values; activity change, negative = inhibition, % at 10 µM; 360,000 tested, 3.2% active; in the data active = activity change below about -30%; note: % is set by controls: 0 for no effect and ±100 for the full control effect
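Calcium flux readout: force-coupled, inducible Hek293 Trex D1 line, cells induced overnight at 30 C with tetracycline, dye-loaded 30–90 min at RT. Antagonism scored against EC80 dopamine challenge given 180 s after compound.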
RXFP1 agonist: activates the human relaxin receptor RXFP1; HEK293T-RXFP1 cAMP TR-FRET, 30 min; response scale: percent of porcine relaxin response, buffer zero; Potency, µM (top dose mostly 57.5 µM), without a hit: top-dose activation, hits mostly activators; 370,000 tested, 0.3% active; AID 2676; note: potency is the fitted concentration of half-maximal effect; % is set by controls: 0 for no effect and ±100 for the full control effect; nearly all actives have a fitted effect of over 60% in size; many of its hits are not listed in these tables
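HEK293T cells stably expressing RXFP1 were pretreated with the PDE4 inhibitor Ro 20174, exposed to compounds for 30 min at 37C, lysed, and cAMP was read by TR-FRET. Data normalized to buffer (basal) and 29 nM porcine relaxin (100%).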
D2 potentiator: D2 dopamine receptor (human) potentiation; HEK293 T-REx D2, calcium flux, EC20 dopamine potentiation; potentiation, % at 10 µM; 340,000 tested, 0.34% active;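 active = potentiation over 3 SD above the plate norm, cut at about 30% in these data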; note: 0% is about no effect
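Calcium flux readout, no-wash dye, 1 read/s. Inducible HEK293 Trex D2 line, overnight 30 C. Compound alone 180 s (agonist flags), then EC20 dopamine, another 180 s to score potentiation.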
D1 agonist: activates the human D1 dopamine receptor; P21728; HEK293 T-REx D1 cells, calcium flux, agonist mode; activation, % at 2 µM; 360,000 tested, 1% active; AID 504660; in the data active = activation above about 30%; note: 0% is about no effect
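Tetracycline-induced HEK293 TREx D1 cells, force-coupled to calcium signalling, were dye-loaded with a no-wash calcium kit. Compound was pin-added after a 10 s baseline. Fluorescence was read kinetically at 1 cycle/s for 180 s, with calcium rises flagged as agonism.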
D1 potentiator: potentiators of human D1 dopamine receptor | P21728 | HEK293 TREx D1 cells, calcium flux, dopamine EC20 potentiation | potentiation, % at 10 µM | 360,000 tested, 0.036% active | AID 504651; in the data active = potentiation above about 30%; note: 0% is about no effect
Vif-A3F inh: blocks the Vif interaction with APOBEC3F. HeLa A3F-eYFP + Vif (tagged APOBEC3F with the HIV-1 protein that degrades it), YFP fluorescence increase. Potency, µM (top dose mostly 46.1 µM), for inactives: top-dose activity, negative = active. 390,000 tested, 0.2% active. AID 602313; note: potency is the fitted concentration of half-maximal effect; % of control where 0% means no effect; nearly all actives have a fitted effect of over 65% in size
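HeLa cells stably expressing Vif plus C-terminally eYFP-tagged A3F were seeded, incubated overnight at 37 deg C, dosed with compound, incubated overnight again at 37 deg C. Yellow fluorescence (Ex 488/Em 500-530) reported blocked Vif-mediated A3F-eYFP degradation.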
GRP78 ERSR act: ER stress response induction in glioma. U87-MG GRP78 promoter luciferase reporter, 16 h. Potency, µM, inactives show at the top dose activation, actives largely listed as activators. 420,000 tested, 0.02% active. AID 602332; note: potency is the fitted concentration of half-maximal effect; series mostly up to about 76 µM; % of control where 0% means no effect; nearly all actives have a fitted effect of over 35% in size
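Stably transfected U87-MG glioma cells carrying a GRP78-based luciferase sensor; 16 h compound incubation. Luminescence end-point read 10 min after Bright-Glo addition at room temperature.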
Starred values were filed as active, the others as inactive; & = joins results of further samples. Unless noted, calls come from the whole dose curve; as a rule, active = well fitted curve in the direction sought with a large enough effect; inconclusive = small, poorly fitted or top-dose-only effect, or another doubt; inactive = no such curve, though single readings can be large; an effect the other way counts as inactive or inconclusive. The list is partial; count on the stated rates, not on these rows.

`O=C(Nc1ccc(OC(=O)c2ccccc2)c(-c2nc3ccccc3s2)c1)c1ccccc1` gave Vif-APOBEC3G blk 2%, RXFP1 antagonist -6, D1 antagonist -4, RXFP1 agonist 4.1%, D2 potentiator 14, D1 agonist 1, D1 potentiator -1, Vif-A3F inh 1% and GRP78 ERSR act -8%.
For COC(=O)C(C)(C)ONC(=O)Nc1ccc(C)cc1 the results were Vif-APOBEC3G blk 2%, RXFP1 antagonist -10, D1 antagonist 2, RXFP1 agonist 0.2%, D2 potentiator -6, D1 agonist 0, D1 potentiator -10, Vif-A3F inh inconclusive and GRP78 ERSR act 3%.
`Cc1c(C(=O)N2CCOCC2)c(S(=O)(=O)N2CCN(c3ccc(Cl)cc3)CC2)c(C)n1C` gave Vif-APOBEC3G blk -1%, RXFP1 antagonist -12, D1 antagonist 15, RXFP1 agonist 0.9%, D2 potentiator 5, D1 agonist 0, D1 potentiator -1, Vif-A3F inh 2% and GRP78 ERSR act 1%.
For CCCCCCNc1c([N+](=O)[O-])c(=O)sc2ccccc12 the results were Vif-APOBEC3G blk -6%, RXFP1 antagonist -3, D1 antagonist -15, RXFP1 agonist 0.0%, D2 potentiator -15, D1 agonist 12, D1 potentiator -6, Vif-A3F inh 2% and GRP78 ERSR act 0%.
CCN(Cc1cnn(C)c1)C(=O)c1cc(COc2ccc(F)cc2F)on1 was read as Vif-APOBEC3G blk 5%, RXFP1 antagonist 6, D1 antagonist 17, RXFP1 agonist -2.6%, D2 potentiator 5, D1 agonist 3, D1 potentiator -3, Vif-A3F inh -13% and GRP78 ERSR act -2%.
Screening CCOC(=O)c1cc2c(ccn2C)n1CC(=O)N(CC)CC returned Vif-APOBEC3G blk -4%, RXFP1 antagonist 7, D1 antagonist -16, RXFP1 agonist -0.4%, D2 potentiator -3, D1 agonist -1, D1 potentiator -5, Vif-A3F inh 11% and GRP78 ERSR act 1%.
For CC(C)C[C@@H](CO)N1CCN(Cc2cccnc2)CCC1=O the results were Vif-APOBEC3G blk -2%&2%, D1 antagonist 10, RXFP1 agonist 2.7%, D2 potentiator 7, D1 agonist 0, D1 potentiator -4, Vif-A3F inh -5% and GRP78 ERSR act -5%&-3%.
O=C(CN1C(=O)NC2(CCc3ccccc32)C1=O)NCC(F)(F)F (configuration not stated) was read as Vif-APOBEC3G blk 1%, RXFP1 antagonist -3, D1 antagonist -1, RXFP1 agonist -1.9%, D2 potentiator -6, D1 agonist 2, D1 potentiator -9, Vif-A3F inh -4% and GRP78 ERSR act -5%.
`CCN(CC)c1ccc(C2C(C(C)=O)C(=O)CC(C)(O)C2C(C)=O)cc1` (configuration not stated) gave Vif-APOBEC3G blk 0%, RXFP1 antagonist 0, Vif-A3F inh -7% and GRP78 ERSR act -3%.
Cc1nc(NCCO)c2nnn(Cc3ccccc3F)c2n1 was read as Vif-APOBEC3G blk 5%, RXFP1 antagonist -12, D1 antagonist -6, RXFP1 agonist 0.1%, D2 potentiator 13, D1 agonist 4, D1 potentiator 1, Vif-A3F inh -9% and GRP78 ERSR act -1%.
Screening Cc1ccc(-n2ncc(C(=O)NCCCN3CCCCC3)c2C2CCN(C(=O)OC(C)(C)C)CC2)cc1 returned Vif-APOBEC3G blk 1%, RXFP1 antagonist -11, D1 antagonist 7, RXFP1 agonist -3.8%, D2 potentiator 0, D1 agonist 4, D1 potentiator -3, Vif-A3F inh 0% and GRP78 ERSR act -3%.
Screening CCCn1nc(NC(=O)C2CCCO2)c2cc3cccc(C)c3nc21 (configuration not stated) returned Vif-APOBEC3G blk -1%, RXFP1 antagonist -32, D1 antagonist 10, RXFP1 agonist 2.0%, D2 potentiator -2, D1 agonist 2, D1 potentiator -7, Vif-A3F inh -15% and GRP78 ERSR act 1%.
COc1cc(OC)c(NC(=O)Cc2cccs2)cc1Cl was read as Vif-APOBEC3G blk 0%, RXFP1 antagonist -3, D1 antagonist -13, RXFP1 agonist 0.2%, D2 potentiator -8, D1 agonist 1, D1 potentiator -2, Vif-A3F inh 5% and GRP78 ERSR act 1%.
`Cc1c(C(=O)NCc2ccc(F)cc2)c(-c2ccccc2)nn1-c1ccccc1` gave Vif-APOBEC3G blk -2%, RXFP1 antagonist -7, D1 antagonist 12, RXFP1 agonist 1.2%, D2 potentiator -15, D1 agonist 3, D1 potentiator 0, Vif-A3F inh -3% and GRP78 ERSR act -11%.
For O=C(COC(=O)CCC1CCCC1)Nc1ccc(F)cc1 the results were Vif-APOBEC3G blk 1%, RXFP1 antagonist -1, D1 antagonist 20, RXFP1 agonist 0.6%, D2 potentiator 2, D1 agonist 4, Vif-A3F inh -12% and GRP78 ERSR act -2%.
`CC(=O)NS(=O)(=O)c1ccccc1` gave Vif-APOBEC3G blk -1%, RXFP1 antagonist -4, D1 antagonist 30, RXFP1 agonist 1.5%, D2 potentiator 11, D1 agonist 2, D1 potentiator 3, Vif-A3F inh -15% and GRP78 ERSR act 0%.
CCOCCCn1c(SC(C)C(=O)NCC2CCCO2)nc2sc(C)c(C)c2c1=O (configuration not stated) was read as Vif-APOBEC3G blk -10%, RXFP1 antagonist 4, D1 antagonist 7, RXFP1 agonist 1.6%, D2 potentiator -24, D1 agonist 1, Vif-A3F inh -2% and GRP78 ERSR act -2%.
`N#CCC(=O)N/N=C\c1cccc(OC/C=C/c2ccccc2)c1` gave Vif-APOBEC3G blk -11%, RXFP1 antagonist -6, D1 antagonist 6, RXFP1 agonist 0.7%, D2 potentiator 6, D1 agonist 2, D1 potentiator -1, Vif-A3F inh -4% and GRP78 ERSR act -13%.
COc1cc2c(cc1OC)CN(CC(=O)Nc1cccc([N+](=O)[O-])c1)CC2 was read as Vif-APOBEC3G blk 2%, RXFP1 antagonist 10, D1 antagonist -3, RXFP1 agonist 0.0%, D1 agonist 1, D1 potentiator 0, Vif-A3F inh 1% and GRP78 ERSR act -2%.
For CCN(CC)Cc1c[nH]c2c(C(=O)OC)cccc12 the results were Vif-APOBEC3G blk 6%, D1 antagonist 71, RXFP1 agonist -0.7%, D2 potentiator 7, D1 agonist 5, D1 potentiator -6, Vif-A3F inh -4% and GRP78 ERSR act -2%.
Screening COc1ccc(NC(=O)c2ccccc2-c2ccccc2)cc1 returned Vif-APOBEC3G blk -9%, RXFP1 antagonist 5, D1 antagonist 5, RXFP1 agonist -1.4%, D2 potentiator -1, D1 agonist 5, D1 potentiator -2, Vif-A3F inh 3% and GRP78 ERSR act 0%.
For O=C(O)CCc1nnc(SCC(=O)Nc2ccc(Br)cc2)[nH]c1=O the results were Vif-APOBEC3G blk -4%, RXFP1 antagonist 16, D1 antagonist 4, RXFP1 agonist 1.3%, D2 potentiator -6, D1 agonist 5, D1 potentiator -10, Vif-A3F inh 20% and GRP78 ERSR act -6%.
O=C(O)CCC(=O)N(Cc1ccco1)C1CC(=O)N(c2ccccc2)C1=O (configuration not stated) was read as Vif-APOBEC3G blk -5%, RXFP1 antagonist 11, D1 antagonist -8, RXFP1 agonist -0.7%, D2 potentiator -5, D1 agonist 4, D1 potentiator -1, Vif-A3F inh 10% and GRP78 ERSR act -2%.
O=C(O)c1ccc(CS(=O)c2cccc(C(F)(F)F)c2)o1 (configuration not stated) was read as Vif-APOBEC3G blk -3%, RXFP1 antagonist 10, D1 antagonist -32*, RXFP1 agonist 0.7%, D2 potentiator 20, D1 agonist 9, D1 potentiator -1, Vif-A3F inh -10% and GRP78 ERSR act -4%.
`COc1ccc(NC(=O)Cn2nnc(C(=O)NCc3ccco3)c2N)cc1` gave Vif-APOBEC3G blk 1%, RXFP1 antagonist -5, D1 antagonist -23, RXFP1 agonist 2.7%, D2 potentiator 12, D1 agonist 0, D1 potentiator -1, Vif-A3F inh 15% and GRP78 ERSR act -7%.
Screening CCCCn1c(N)c(N(CCOC)C(=O)c2oc3ccc(OC)cc3c2C)c(=O)[nH]c1=O returned Vif-APOBEC3G blk 0%, RXFP1 antagonist -15, D1 antagonist 6, RXFP1 agonist -2.1%, D2 potentiator 12, D1 agonist 1, D1 potentiator -2, Vif-A3F inh 1% and GRP78 ERSR act -5%.
`CCCCn1c(Cc2ccccc2)nnc1SCC(=O)Nc1cc(C)on1` gave Vif-APOBEC3G blk -3%, RXFP1 antagonist 1, D1 antagonist -3, RXFP1 agonist 0.0%, D1 agonist 0, D1 potentiator 1, Vif-A3F inh 1% and GRP78 ERSR act -3%.
Cc1cc(Cl)ccc1OCC(=O)N[C@@H](Cc1ccccc1)c1nc2ccccc2[nH]1 was read as Vif-APOBEC3G blk 0%, RXFP1 antagonist -11, D1 antagonist -4, RXFP1 agonist -0.7%, D2 potentiator 11, D1 agonist 2, D1 potentiator 1, Vif-A3F inh -6% and GRP78 ERSR act -9%.
`Cc1ccc(NC(=O)c2ccc3c(c2)[nH]c(=O)n3C(C)C)cc1` gave Vif-APOBEC3G blk -4%, RXFP1 antagonist -23, D1 antagonist 12, RXFP1 agonist 0.8%, D2 potentiator 7, D1 agonist -3, D1 potentiator 4, Vif-A3F inh -13% and GRP78 ERSR act 2%.
CCCCS(=O)(=O)N1CCC(C(=O)NCC2CCCO2)CC1 (configuration not stated) was read as Vif-APOBEC3G blk 1%, RXFP1 antagonist 7, D1 antagonist -13, RXFP1 agonist 0.0%, D2 potentiator -9, D1 agonist 1, D1 potentiator -5, Vif-A3F inh inconclusive and GRP78 ERSR act -6%.
Screening Cc1ccc(-c2nnc3ccccc3c2C(=O)Nc2cccc(C(F)(F)F)c2)cc1 returned Vif-APOBEC3G blk -4%, RXFP1 antagonist -6, D1 antagonist 1, RXFP1 agonist -1.6%, D2 potentiator 1, D1 agonist 7, D1 potentiator -4, Vif-A3F inh 6% and GRP78 ERSR act 1%.
Screening O=C(CCN1CCN(c2ccccc2)CC1)Nc1ccc(OCc2ccccc2)cc1 returned Vif-APOBEC3G blk 0%, RXFP1 antagonist 1, D1 antagonist 1, RXFP1 agonist -0.8%, D2 potentiator -19, D1 agonist 1, D1 potentiator -7, Vif-A3F inh -9% and GRP78 ERSR act 0%.

Screens (PubChem BioAssay)
